From PubChem
MITF act: activators of MITF-driven TRPM1 promoter reporter, primary screen, cell-based, SK-MEL-5, luciferase, single point | activation, % at 12.5 µM | 0.75% of 300,000 active | SK-MEL-5 TRPM1-promoter luciferase, 24 h; % of positive control, neutral wells = 0;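 active = mean activation of at least 80% with every replicate also reaching 80%; inconclusive = mean reaches 80% but some replicate falls short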;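 also: 0% = neutral control wells and 100% = parthenolide positive control wells; values of inactives mirror those of a sister screen read the other way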
Wnt bcat act: Wnt/beta-catenin pathway activators, primary screen, cell-based, plate reader, single point; 1.2% of 300,000 active; activation, % at 9.35 µM; AID 743398, 2014; Wnt/beta-catenin reporter cell assay, activator; in the data active = activation above about 30%, passing the limit was not always enough; inconclusive = no clear call, values can overlap the other calls;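 also: 0% = neutral control wells and 100% = positive control wells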
SR-BI HDL uptake: inhibitors of SR-BI mediated HDL lipid uptake, primary screen, ldlA[mSR-BI] cells, fluorescence, single point. Scavenger receptor class B member 1 (Mus musculus), Q61009. ldlA[mSR-BI] CHO cells, DiI-HDL uptake fluorescence, 3 h. inhibition, % at 12.5 µM. 0.96% of 320,000 active;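 active = mean replicate inhibition of at least 70% and a set share of replicates each scoring 70 or more; inconclusive = meets just one of the two criteria; inactive = fails both criteria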;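 also: 0% = median of neutral control wells and 100% = median of positive control wells; values of inactives mirror those of a sister screen read the other way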
Target sequence (Q61009 whole entry, looked up): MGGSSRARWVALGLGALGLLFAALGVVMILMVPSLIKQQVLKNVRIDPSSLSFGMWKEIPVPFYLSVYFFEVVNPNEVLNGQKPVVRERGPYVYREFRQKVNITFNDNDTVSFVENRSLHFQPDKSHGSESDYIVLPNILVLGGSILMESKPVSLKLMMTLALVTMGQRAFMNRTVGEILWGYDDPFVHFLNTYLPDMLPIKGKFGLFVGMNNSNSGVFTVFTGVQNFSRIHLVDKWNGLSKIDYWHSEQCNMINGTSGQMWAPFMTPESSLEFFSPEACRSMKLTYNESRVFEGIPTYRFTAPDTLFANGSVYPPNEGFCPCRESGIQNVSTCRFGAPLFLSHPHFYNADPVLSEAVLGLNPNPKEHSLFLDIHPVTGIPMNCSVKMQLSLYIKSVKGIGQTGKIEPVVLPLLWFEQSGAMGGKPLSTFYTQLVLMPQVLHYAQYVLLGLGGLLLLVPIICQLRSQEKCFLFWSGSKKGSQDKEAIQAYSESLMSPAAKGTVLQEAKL
CAL PDZ FP-1: CAL PDZ peptide-binding inhibitors, primary screen, biochemical, fluorescence polarization, Cer-tagged CAL PDZ, HTS | Golgi-associated PDZ and coiled-coil motif-containing protein (Homo sapiens), Q9HD26 | purified CAL PDZ, TMR-peptide fluorescence polarization, 1 h | inhibition, % at 20 µM | 0.02% of 330,000 active | AID 504414, 2011;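 active = highest replicate inhibition of at least 40%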;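 also: plate controls were DMSO neutral control wells for no effect and unlabeled competitor peptide control wells for full effect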
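Material: tagged CAL PDZ domain; buffer or medium: 25 mM sodium phosphate pH 7.4, 150 mM NaCl, TCEP, IgG, Thesit; compound dosing: single point, 20 µM; schedule: 1 h incubation at room temperature before polarization reading; measured by: FP readout, S and P plane fluorescence; read-out basis: percent inhibition from loss of millipolarization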
E coli growth: E. coli V3065 growth inhibition, primary screen, counter-screen for AddAB inhibitor project, absorbance, OD600; 18 h; inhibition, % at 11.9 µM; 0.27% of 330,000 active; AID 449728, 2010;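 active = inhibition above the campaign's mean inhibition across all tested compounds plus 3 SD, cut at about 9.9% in these data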;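 also: uninfected addAB+ strain grown without phage in ampicillin broth; 0% = DMSO wells and 100% = ciprofloxacin 0.95 µg/ml wells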
SR-BI DiI-HDL act: activators of SR-BI mediated DiI-HDL uptake, primary screen, ldlA[mSR-BI] CHO cells, DiI fluorescence | AID 504775, 2011 | 3 h; 100 = double the neutral-control signal | activation, % at 12.5 µM | 0.096% of 320,000 active;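 active = mean replicate activation of at least 60% and every replicate at or above 60%; inconclusive = mean or all-replicate condition met, but not both; inactive = mean below 60% and not all replicates reaching 60%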;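 also: 0% = median plate neutral-control signal and 100% = twice that signal; values of inactives mirror those of a sister screen read the other way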
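Material: SR-BI-overexpressing, LDLR-lacking CHO cells; schedule: compound exposure 3 h, 37 °C; reagent: DiI-labelled HDL at 10 µg/mL final; technique: bottom-read fluorescence, 550/595 nm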
AddAB inh: growth inhibition of E. coli expressing H. pylori AddAB, primary screen, AddAB inhibitor project, absorbance. 0.29% of 330,000 active. AID 435030, 2010. inhibition, % at 11.9 µM; in the data active = inhibition above about 12%;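 also: 0% = vehicle wells of infected cells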
phage Ecoli inh: growth loss of phage-infected E. coli, primary screen, RecBCD inhibitor project, absorbance, with phage, HTS; inhibition, % at 11.9 µM; 0.26% of 360,000 active; AID 651602, 2012; in the data active = inhibition above about 11%
CAL PDZ FP-2: untagged CAL PDZ binding inhibitors, primary screen, biochemical, fluorescence polarization, HTS | purified CAL PDZ, TMR-peptide fluorescence polarization, 1 h | inhibition, % at 24.9 µM | 0.92% of 300,000 active | AID 602252, 2012;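 active = mean inhibition of at least 30% with at least half of replicates also reaching 30%; inconclusive = no clear call, values can overlap the other calls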;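 also: 0% = DMSO neutral control and 100% = excess unlabeled competitor peptide PRC23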
Tat transport: E. coli Tat export inhibitors, primary screen, MC4100, TorA-mCherry reporter, fluorescence, single point; 0.036% of 340,000 active; inhibition, % at 10 µM;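 active = mean replicate inhibition at least 50% and at least half of replicates individually reaching 50%; inconclusive = only one of the two criteria met; inactive = neither criterion met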;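 also: exported cargo escapes ClpAP degradation while cytoplasmic cargo is degraded and loses fluorescence; 0% = median of neutral control wells and 100% = median of NaSCN control wells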
* hit, by the source's call; ? = inconclusive; . = no result given.

SMILES	MITF act	Wnt bcat act	SR-BI HDL uptake	CAL PDZ FP-1	E coli growth	SR-BI DiI-HDL act	AddAB inh	phage Ecoli inh	CAL PDZ FP-2	Tat transport
CCOC(=O)C1CCN(C(=O)Cn2nc(C)n3nc(-c4ccc(CC)cc4)cc3c2=O)CC1	-10	5	24	-0.1	-1.3	-24	3.4	-1.8	-7	2
CCOC(=O)c1[nH]c2ccc(Br)cc2c1NC(=O)CCN1CCCC(C)(C)C1	-17	0	3	-2.3	0.4	-3	1.9	4.3	1	-5
CCOc1ccc(C2=CC(c3ccccc3)n3ncnc3N2)cc1 (centres undefined)	19	.	6	-1.3	0.3	-6	4.7	.	-2	2
Cn1c(CN2CCN(C(=O)c3ccc(F)cc3)CC2)nc2cc([N+](=O)[O-])ccc21	14	.	1	-2.6	2.3	-1	2.0	3.0	-2	3
Cc1sc(NC(=O)Nc2ccccc2)c(C(N)=O)c1C	40	33*	19	-0.3	-1.8	-19	-0.8	2.3	-3	-10
Cc1cc2cc(CN3C(=O)c4ccccc4C3=O)ccc2[nH]1	2	0	-4	-0.8	-0.9	4	-0.2	1.7	-4	-6
COC(=O)CCCC1=CC2=CC(=O)C(C)(OC(=O)c3cccs3)C(=O)C2=CN1CC1CC1 (centres undefined)	-1	1	-23	0.2	1.9	23	3.4	1.6	-3	-8
O=C(Nc1ccccc1)c1ccc(-n2cnnn2)cc1	46	8	2	-0.2	-1.4	-2	3.2	1.6	-7	4
COc1ccccc1OCC(=O)NNC(=O)C1CCN(c2ncnc3sc(C)c(C)c23)CC1	4	0	44	-1.6	0.9	-44	-1.4	1.2	-4	1
COCC(=O)Nc1ccc(Nc2ccccc2)cc1	.	9	11	0.1	-0.5	-11	2.2	0.8	-3	-2
Cc1cccc(NCC(=O)N/N=C\c2ccc[nH]2)c1	-2	0	-1	0.3	2.3	1	2.5	1.6	-7	-5
c1ccc2c(c1)nc(Nc1ccc(N3CCCCC3)cc1)c1nncn12	6	0	.	-0.2	-1.5	.	-1.0	2.5	1	0
O=C(NCc1ccc(Cl)cc1)c1ccccc1CCc1ccccc1	9	2	-1	-1.4	0.3	1	2.1	3.5	3	-1
CNC(=S)N1N=C(c2ccc(Br)cc2)CC1c1ccc(N(C)C)cc1 (centres undefined)	10	-21	42	1.2	1.0	-42	4.5	4.0	-1	7
COc1cc(S(=O)(=O)N2CCN3CCCC3C2)ccc1-n1cnnn1 (centres undefined)	3	1	-12	-2.2	-0.2	12	-1.4	1.6	-1	2
O=C(CCn1c(=O)oc2ccccc21)N1CCc2ccccc21	47	-4	5	-1.3	-0.9	-5	1.8	1.9	-1	-7
Cc1cc(N2C(=O)C3CC=CCC3C2=O)cc(C)c1Br (centres undefined)	-7	.	19	0.0	0.8	-19	-2.0	3.1	-3	4
COc1ccc(Cl)cc1C(=O)NNC(=S)NC(=O)c1cc(-c2ccccc2)nc2ccccc12	-7	.	1	-1.7	-3.0	-1	-4.3	1.7	-3	-7
COc1ccc(OCC(=O)NNC(=O)Nc2cccc(Cl)c2)cc1	-5	2	-1	-2.4	.	1	.	3.8	0	20
Cc1n[nH]c(=O)c2c(NC(=O)COC(=O)c3cccc(OC(F)F)c3)oc(C)c12	-7	-2	3	0.6	-0.2	-3	1.7	1.6	-3	-8
Oc1ccc(Br)cc1C=Nc1ccc2[nH]ncc2c1	-7	-2	-6	1.3	2.2	6	1.5	1.4	6	-3
Cc1ccc(N=c2ssnc2Cl)cc1	-2	5	18	-1.4	2.3	.	3.9	3.0	-2	-2
OC(CN1CCN(C(c2ccccc2)c2ccccc2)CC1)c1ccc(Br)cc1 (centres undefined)	2	-1	10	-0.6	-0.2	-10	0.0	-1.8	-3	9
Cc1ccc(OCC(=O)N/N=C\c2c(C)[nH]n(-c3ccccc3)c2=O)c([N+](=O)[O-])c1	-5	0	33	-1.1	-8.4	-33	-2.6	0.6	10	5
O=c1c2ccccc2ncn1-c1ccccc1[N+](=O)[O-]	10	1	-50	-0.9	-1.0	50	-1.2	0.2	-2	-2
CCCn1c(SCC(=O)NC(=O)Nc2ccc(C)cc2C)n[nH]c1=O	5	0	3	-0.1	2.5	-3	1.8	3.7	4	-1
O=C1c2ccccc2NC2(CCCC2)N1N=C1CCCC1	-2	4	-10	-2.5	0.9	10	2.3	4.2	1	-2
Cc1cccc(C)c1NC(=O)c1sccc1SCC#N	1	0	-5	-0.6	-4.1	5	-0.8	3.3	1	12
CSc1nc2ccc(S(=O)(=O)N3CCCCC3)cc2s1	-2	.	9	0.7	3.0	-9	1.2	-0.4	6	-1
CC1=NN(c2ccccc2)C(=O)C1c1ccccc1 (centres undefined)	-14	.	-19	-1.9	1.3	19	2.6	3.4	-4	?
CN(C)C(C)(C)/C=C/C(O)(c1ccccc1)c1ccccc1	.	0	13	0.1	-0.9	-13	-0.2	-0.3	.	2
CCCc1nnc(NC(=O)c2ccc(N3C(=O)C4C5C=CC(C5)C4C3=O)cc2)s1 (centres undefined)	4	.	-4	-0.8	0.7	4	-0.1	-0.9	4	-8
O=C(Nc1ccccn1)[C@@H]1CCC(=O)N1C(=O)OCc1ccccc1	-4	.	7	-0.4	-2.9	-7	-4.3	1.9	-2	1
CCOc1cc(C(=S)N2CCOCC2)ccc1OC(=O)c1cccc(C)c1	.	-2	31	-1.0	-0.8	-31	1.8	-1.2	-6	9
CN(C)Cc1cc2ccccc2c2c1COC2	0	3	-3	0.2	1.7	3	-0.3	0.4	1	-3
O=C(N/N=C/c1ccccc1O)/C(=C/c1ccccc1)CCO	14	-4	25	-1.3	1.3	-25	2.6	0.6	-3	-6
COc1ccc(N(C(=O)Cn2nnc3ccccc32)C(C(=O)NCc2ccco2)c2ccncc2)cc1 (centres undefined)	-17	-2	.	-2.9	0.9	.	3.3	-2.4	-6	1
Cc1c(CC(=O)O)c(=O)oc2c(C)c(OCc3nn[nH]n3)ccc12	10	-1	.	-1.2	-2.5	.	-0.4	2.0	2	0
Cn1c(CN2CCN(C(=O)c3ccccc3Cl)CC2)nc2cc([N+](=O)[O-])ccc21	-10	3	-29	-1.6	-2.6	29	0.2	1.5	0	-3
O=[N+]([O-])c1ccc(CSc2nnc(Cc3ccccc3)o2)cc1	-3	-3	.	-3.0	0.7	.	-1.5	2.0	-2	3
CCN(CC)S(=O)(=O)c1cccc(C(=O)OCC(=O)NCCN2C(=O)CSC2=O)c1	-2	-6	0	-3.2	-3.0	0	-1.1	-0.1	-22	4
CC(=O)CC(=O)Nc1ccccc1NC(C)=O	-4	-1	-34	.	-0.9	34	-1.2	0.6	-7	-7
Cc1ccc(CNC(=O)CCC2CCCN(Cc3cc4ccccc4o3)C2)o1 (centres undefined)	0	-3	.	-1.6	1.9	.	1.1	-1.7	-1	-8
COc1ccccc1NC(=O)Nc1ccncc1	-1	-3	-6	-13	-1.0	6	-3.2	2.8	4	5
CCOC(=O)CSc1n[nH]c(NC(=O)c2cccc(C)c2)n1	-6	.	5	0.3	-0.1	-5	1.8	2.0	.	-2
COc1ccc([C@H]2Cc3cc(O)cc(O)c3C(=O)O2)cc1O	74	41*	20	-1.4	2.2	-20	3.1	2.7	0	3
C=CCNC(=O)COC(=O)CCC(=O)c1cccs1	-2	1	.	-2.0	1.2	.	-0.1	3.3	-1	3
CCCC(=O)Nc1c2c(nc3ccccc13)N(c1ccccc1)CC2	6	.	-10	-1.0	-0.3	10	0.9	.	2	-9
COc1ccc(C(=O)C(CN2CCOCC2)c2ccccc2)cc1 (centres undefined)	-84	-12	9	0.4	2.2	-9	0.3	0.2	8	-2
CCCNC(=O)c1ccccc1NC(=O)CN(c1ccccc1)S(=O)(=O)N(C)C	-7	-8	-21	-0.8	-2.6	21	-1.4	3.7	2	5
Cc1sc(NC(=O)c2cc3ccccc3oc2=O)c(C(=O)OC(C)C)c1-c1ccccc1	.	.	7	-0.7	-2.0	-7	3.1	1.7	3	5
CN(CC(=O)Nc1ccc(N2CCOCC2)cc1)C(=O)c1cc2c(s1)CCCC2	4	1	1	-1.0	-1.9	-1	-0.4	1.3	-1	-3
NC(=O)C1=C[C@@H](c2ccc3c(c2)OCO3)C[C@@H](OCCCCO)O1	5	0	-4	0.5	-0.3	4	4.7	4.4	-3	-5
Cc1cc(C(C)(C)C)cc(S(=O)(=O)NCCO)c1C	-5	1	8	-2.2	0.7	-8	0.6	1.0	-6	10
C=CCn1c(-c2ccc(OC)cc2)csc1=Nc1c(C)n(C)n(-c2ccccc2)c1=O	-23	-2	-1	0.3	1.5	1	2.4	1.7	-1	4

By substructure, those above containing an aryl methoxy group
SMILES	MITF act	Wnt bcat act	SR-BI HDL uptake	CAL PDZ FP-1	E coli growth	SR-BI DiI-HDL act	AddAB inh	phage Ecoli inh	CAL PDZ FP-2	Tat transport
COc1ccccc1OCC(=O)NNC(=O)C1CCN(c2ncnc3sc(C)c(C)c23)CC1	4	0	44	-1.6	0.9	-44	-1.4	1.2	-4	1
COc1cc(S(=O)(=O)N2CCN3CCCC3C2)ccc1-n1cnnn1 (centres undefined)	3	1	-12	-2.2	-0.2	12	-1.4	1.6	-1	2
COc1ccc(Cl)cc1C(=O)NNC(=S)NC(=O)c1cc(-c2ccccc2)nc2ccccc12	-7	.	1	-1.7	-3.0	-1	-4.3	1.7	-3	-7
COc1ccc(OCC(=O)NNC(=O)Nc2cccc(Cl)c2)cc1	-5	2	-1	-2.4	.	1	.	3.8	0	20
COc1ccc(N(C(=O)Cn2nnc3ccccc32)C(C(=O)NCc2ccco2)c2ccncc2)cc1 (centres undefined)	-17	-2	.	-2.9	0.9	.	3.3	-2.4	-6	1
COc1ccccc1NC(=O)Nc1ccncc1	-1	-3	-6	-13	-1.0	6	-3.2	2.8	4	5
COc1ccc([C@H]2Cc3cc(O)cc(O)c3C(=O)O2)cc1O	74	41*	20	-1.4	2.2	-20	3.1	2.7	0	3
COc1ccc(C(=O)C(CN2CCOCC2)c2ccccc2)cc1 (centres undefined)	-84	-12	9	0.4	2.2	-9	0.3	0.2	8	-2
C=CCn1c(-c2ccc(OC)cc2)csc1=Nc1c(C)n(C)n(-c2ccccc2)c1=O	-23	-2	-1	0.3	1.5	1	2.4	1.7	-1	4

Not a hit list. About 3.6% of those tested had a hit in this group.
